# AMA1 RON2 block: AMA1-RON2 (P. falciparum) interaction inhibition | AlphaScreen AMA1-biotinylated RON2 peptide binding | Potency, µM (titrated, usually from 58.2 µM), inactives show at the top dose activity change, negative = inhibition, actives largely listed as inhibitors | hit rate 0.2% among 360,000 | AID 720542;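 further: potency means the concentration at half of the fitted maximal effect; 0% = vehicle wells and -100% = peptide control; nearly all actives have a fitted effect of over 45% in size; some results filed as inactive show a strong effect at the top dose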
#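 AMA1 (3D7) with his tag at 25 nM final met compounds first, then biotinylated RON2 peptide at 25 nM; detection used donor plus acceptor beads, 10 µg/mL apiece, read by AlphaScreen after 30 min at room temperature.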
# HCMV inh: blocks human cytomegalovirus replication; HFF cells, HCMV-luciferase reporter, 72 h; stronger effect = lower value; activity change, negative = inhibition, % at 57.5 µM; hit rate 4.5% among 410,000; AID 1259415; in the data active means activity change below about -60%; inconclusive means no clear call, values can overlap the other calls; inactive means above about -39%; further: on the % scale 0 is the no-effect control and ±100 the full control effect
#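 Compounds were evaluated in HFFs infected with an HCMV luciferase reporter virus (MOI 1 PFU/cell). Luciferase in lysates collected 72 h post infection served as the replication measure.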
# AmpC inh no detg: blocks E. coli AmpC beta-lactamase in detergent-free assay | AmpC nitrocefin hydrolysis, absorbance 480 nm, 0.0001% Triton | Potency, µM (titrated, usually from 57.1 µM), for inactives: top-dose activity change, negative = inhibition, usual class: inhibitors | hit rate 0.52% among 330,000 | AID 485341;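 further: potency means the concentration at half of the fitted maximal effect; plate controls were no compound for no effect and no enzyme for full effect; nearly all actives have a fitted effect of over 20% in size; some results filed as inactive show a strong effect at the top dose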
# Target sequence (P00811 whole entry, looked up): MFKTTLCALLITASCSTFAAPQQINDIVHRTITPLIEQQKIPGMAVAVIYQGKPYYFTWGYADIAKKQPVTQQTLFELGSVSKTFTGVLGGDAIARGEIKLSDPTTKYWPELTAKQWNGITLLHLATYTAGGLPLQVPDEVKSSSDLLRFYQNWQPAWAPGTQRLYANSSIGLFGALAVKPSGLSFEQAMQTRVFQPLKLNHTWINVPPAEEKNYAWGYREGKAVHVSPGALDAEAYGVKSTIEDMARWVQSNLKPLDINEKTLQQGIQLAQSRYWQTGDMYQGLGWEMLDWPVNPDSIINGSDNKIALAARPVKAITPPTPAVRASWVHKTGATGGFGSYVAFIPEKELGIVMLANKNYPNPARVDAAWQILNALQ
#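 20 mM phosphate pH 7.0 + 0.01% (detergent screen) or 0.0001% Triton X-100; 5.3 nM AmpC reagent; cpd preinc 15 min RT; nitrocefin (800 uM stock) to start; A480 q20 s × 4 min; Activity was normalised to no-enzyme and no-compound control wells.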
# Giardia FBPA inh: inhibitors of Giardia lamblia fructose-1,6-bisphosphate aldolase | A8B2U2 | purified Giardia FBPA | Potency, µM (series often up to 59.6 µM), inactives show at the highest dose activity, negative = inhibition, hits mostly inhibitors | hit rate 0.71% among 290,000 | AID 2451; further: potency means the concentration at half of the fitted maximal effect; on the % scale 0 is the no-effect control and ±100 the full control effect; nearly all actives have a fitted effect of over 55% in size
# Target sequence (A8B2U2 whole entry, looked up): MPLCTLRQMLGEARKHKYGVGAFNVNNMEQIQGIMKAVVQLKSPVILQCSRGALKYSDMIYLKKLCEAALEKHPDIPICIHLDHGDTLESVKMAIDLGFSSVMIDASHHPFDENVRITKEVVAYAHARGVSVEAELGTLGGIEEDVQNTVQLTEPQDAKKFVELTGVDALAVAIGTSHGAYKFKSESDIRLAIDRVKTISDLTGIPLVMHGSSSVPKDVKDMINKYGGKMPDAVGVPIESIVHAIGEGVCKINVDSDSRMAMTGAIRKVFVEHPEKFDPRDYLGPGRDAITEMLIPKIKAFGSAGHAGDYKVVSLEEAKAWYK
#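 Giardia FBPA (40 nM reagent) was preincubated 10 min at RT with compound (up to 57.5 uM final), then substrate plus GAPDH/TPI/NAD/arsenate coupling system with diaphorase/resazurin was added; resorufin fluorescence (525/598 nm) was read after 20 min.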
# AmpC detergent: blocks E. coli AmpC beta-lactamase in detergent assay. P00811. hit rate 0.041% among 370,000. AmpC hydrolysis of nitrocefin, absorbance 480 nm, 0.01% Triton. AID 485294. Potency, µM (doses to about 114 µM), inactives show at the top dose activity change, negative = inhibition, actives largely listed as inhibitors;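 further: potency means the concentration at half of the fitted maximal effect; 0% = no-compound wells and -100% = no-enzyme wells; nearly all actives have a fitted effect of over 25% in size; some results filed as inactive show a strong effect at the top dose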
#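 AmpC (5.3 nM in the dispensed reagent) in 20 mM phosphate pH 7.0 with 0.01% (detergent screen) or 0.0001% Triton X-100 was preincubated with compounds for 15 min at room temperature. Nitrocefin was then added from an 800 uM solution, and hydrolysis was followed at 480 nm.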
# CHX counter: affects cycloheximide protein synthesis inhibition readout, counter-screen; cell reporter, cycloheximide protein synthesis inhibition counterscreen; max response, %; hit rate 12% among 300,000; AID 2314; in the data active means max response mostly above about 13%, no sharp cut-off; inactive means mostly below about 14%; further: read at 38.3 µM for the half of the compounds with a filed dose; 0% is about no effect
# Shiga toxin inh: inhibitors of Shiga toxin in Vero cells; Vero cells, Shiga toxin protein synthesis inhibition reporter; inhibition, % at 38.7 µM; hit rate 9.2% among 290,000; AID 2315; in the data active means inhibition mostly above about 28%, no sharp cut-off; inactive means mostly below about 43%; further: 0% is about no effect
# * = called active by the depositor; ? = inconclusive; / = not tested or not shown; & = joins results of further samples; [ ] = dose if it differs, or a comment. Unless noted, the call rests on the fitted dose curve; in most records, active means well fitted curve in the direction sought with a large enough effect; inconclusive means small, poorly fitted or top-dose-only effect, or another doubt; inactive means no such curve, though single readings can be large; an effect the other way counts as inactive or inconclusive.
SMILES,AMA1 RON2 block,HCMV inh,AmpC inh no detg,Giardia FBPA inh,AmpC detergent,CHX counter,Shiga toxin inh
Cc1cccc(OCC(O)CN2CCN(C3CCCCC3)CC2)c1 (stereo unspecified),0%,-11,0%,1%,?,13,6
CCOc1ccccc1NC(=O)C1CCN(C(=O)c2cccs2)CC1,17%,-1,-3%,4%,-10%,-5,-8
COc1ccc(C(C)C)cc1S(=O)(=O)Nc1ccncc1,14%,0,-17%,3%,-12%,9,3
O=C(CN(C(=O)CSc1nc2ccccc2o1)c1ccccc1)NC1CCCCC1,-7%,?,-11%,2%,-2%,-3,-2
COc1ccc(N/C=C(\C(C)=O)c2ccc(OC)c(OC)c2)cc1OC,-3%,-23,17%,-9%,-8%,-1,-22
Cc1cc(C)c(NC(=O)CSc2nc3ncc(Br)cc3[nH]2)c(C)c1,40%[activator],-26,-26%,-13%,-9%,-2,-12
CSCC[C@H](NC(=O)[C@H](CC(C)C)NC(=O)[C@H](CO)NC(=O)[C@H](CCC(=O)O)NC(=O)[C@H](CC(C)C)NC(=O)[C@H](Cc1ccc(O)cc1)NC(=O)[C@H](CCCCN)NC(=O)[C@H](CCCCN)NC(=O)[C@H](C)NC(=O)[C@H](CO)NC(=O)[C@H](CC(C)C)NC(=O)[C@H](CCC(N)=O)NC(=O)CNC(=O)[C@H](CC(C)C)NC(=O)[C@H](CC(C)C)NC(=O)[C@H](CCCCN)NC(=O)[C@H](CO)NC(=O)[C@H](Cc1ccccc1)NC(=O)[C@H](CC(=O)O)NC(=O)[C@H](CO)NC(=O)[C@@H](NC(=O)[C@H](Cc1ccccc1)NC(=O)[C@@H](NC(=O)CNC(=O)[C@H](CC(=O)O)NC(=O)[C@H](C)NC(=O)[C@@H](N)Cc1cnc[nH]1)C(C)C)[C@@H](C)O)C(N)=O,/,/,/,4%,/,-8,-5
COc1ccc(C2/C(=C(/O)c3ccc4c(c3)CC(C)O4)C(=O)C(=O)N2CCCN2CCOCC2)cc1OC (stereo unspecified),5%,-37,-11%,/,-13%,-3,-3
CCOc1cccc(CN2CCCC(N3CCc4ccccc4C3)C2)c1O (stereo unspecified),61%[activator],1,40%,-10%,-1%,-1,4
CC(C)N(C(=O)CSc1nc(Cc2ccccc2)nc2ccccc12)C(C)C,4%,-38,27%,14%,-14%,-3,/
CSc1ncccc1C(=O)OCC(=O)N1CC(=O)Nc2ccccc21,-4%,29,-14%,/,0%,/,/
COc1ccc(Cl)cc1NC(=O)CN(C)C(=O)CNC(=O)C12CC3CC(CC(C3)C1)C2,6%,1,154%[activator],0%,2%,7,-26
CCOC(=O)c1c(C)nc(-c2ccccc2)nc1NC(C)=O,33%[activator],39,-5%,-5%,5%,17,85
Cc1cc(C)nc(Oc2ccc([N+](=O)[O-])cc2)n1,12%,-30,-14%,12%,-8%,1,43
CCN1CCSc2ccc(C(=O)NCc3cccc(Br)c3)cc21,-20%,?,-35%,9%,2%&26%,9,-1
O=S(=O)(O)c1nc2ccccc2n1Cc1ccc(Cl)cc1Cl,-1%,19,-14%,27%,-11%,-2,-6
CC(C)c1ccc(NC(=O)CSc2nc(=O)[nH]c3c2CCCC3)cc1,-6%,-17,35µM*,/,-15%,/,/
Cc1ccccc1OCC(=O)Nc1ccc2c(c1)C(=O)N(CCC(=O)O)C2=O,0%,-2,-31%,/,0%,-3,-24
COc1cccc(NC(=O)C2CCCN2C(=O)Nc2ccccc2)c1 (stereo unspecified),-5%,3,-24%,10%,-7%,-5,3
CC(CN1CCCCC1)OC(=O)c1ccc2c(c1)OCCO2 (stereo unspecified),-7%,?,-7%,/,4%,43*,70*

# Brought forward from above: three entries, followed by the next part.
SMILES,AMA1 RON2 block,HCMV inh,AmpC inh no detg,Giardia FBPA inh,AmpC detergent,CHX counter,Shiga toxin inh
Cc1ccccc1OCC(=O)Nc1ccc2c(c1)C(=O)N(CCC(=O)O)C2=O,0%,-2,-31%,/,0%,-3,-24
COc1cccc(NC(=O)C2CCCN2C(=O)Nc2ccccc2)c1 (stereo unspecified),-5%,3,-24%,10%,-7%,-5,3
CC(CN1CCCCC1)OC(=O)c1ccc2c(c1)OCCO2 (stereo unspecified),-7%,?,-7%,/,4%,43*,70*
Cc1ccc(C)c(CNS(=O)(=O)c2ccc3c(c2)C(C)(C)C(=O)N3C)c1,-2%,0&-4,7%,-2%,-8%&2%,10,9
COC(=O)c1cc(NC(=O)CC2C(=O)NCCN2C(=O)c2ccccc2)cc(C(=O)OC)c1 (stereo unspecified),3%,36,-14%,1%,?,0,-13
c1csc(-c2ccc3ccccc3n2)c1,9%,14,-29%,-2%,-4%,33*,90
COC(=O)CCSCC(=O)Nc1cc(C)on1,5%,27,-19%,6%,?,-1,17
CCCC(c1nnnn1Cc1ccc(F)cc1)N1CCN(CC)CC1 (stereo unspecified),10%,-21,-1%,1%,-1%,-4,-2
O=C(N=C1SC2CS(=O)(=O)CC2N1c1c(Cl)cccc1Cl)C1CC1 (stereo unspecified),-5%,2,-8%,0%,-12%,-3,13
Cc1cccc(-n2nnnc2SCC(=O)c2cc(C)n(CC3CCCO3)c2C)c1 (stereo unspecified),-6%,36,28%,-8%,-10%,13,26
CC(=O)Nc1ccc(S(=O)(=O)NCc2cn3ccsc3n2)cc1,-3%,9,-18%,2%,2%,-3,-5
CCOCCc1c(O)nc(SCC(=O)N2CCOCC2)[nH]c1=O,-3%,23,-21%,-4%,-5%,9,-1
CC(=O)O[C@@H]1[C@H]2[C@@H](C[C@@H](C)[C@@H]3CCC(=O)[C@@]13C)OC(=O)[C@@H]2C,13%,9,74%[activator],3%,1%,18*,-11
CN(CC(=O)Nc1ccc(Cl)cc1)C(=O)C1=COCCO1,-2%,-13,30%,/,3%,/,/
COc1ccc(S(=O)(=O)N(C)C[C@H]2Oc3ccc(NC(=O)C4CCCCC4)cc3C(=O)N([C@H](C)CO)C[C@@H]2C)cc1,-8%,?,174%[activator],/,/,/,/
O=C(COC(=O)CCc1c[nH]c2ccccc12)Nc1cc([N+](=O)[O-])ccc1Cl,-7%,-38,-19%,-3%,-9%,-3,1
O=c1[nH]c(NCc2ccccc2)nc2c1CCC2,-7%,20,-14%,-8%,-15%,7,-21
CCn1c(=O)c2ccccc2n(Cc2cccc(C)c2)c1=O,-5%,-24,2%,0%,-10%,-4,5
O=C(Cn1nc(-c2ccc(F)cc2)ccc1=O)Nc1ccc2c(c1)OCCO2,-2%,-8,-16%,-2%,-4%,-3,-19
Cc1ccc(NC(=O)COc2coc(CN3c4ccccc4CC3C)cc2=O)c(C)c1 (stereo unspecified),-29%,-35,-1%,/,-19%,/,/
O=C(C1Cc2ccccc2CN1S(=O)(=O)c1ccccc1[N+](=O)[O-])N1CCOCC1 (stereo unspecified),-23%,-1,-2%,/,/,/,/
Cc1ccc(NCN2C(=O)c3ccccc3C2=O)c(C)c1,0%,15,-5%,0%,3%,-5,-16
Nc1[nH]ncc1C(=O)Nc1cccc(C(F)(F)F)c1,-17%,13,-15%,2%,2%,8,-2
Cc1ccc(S(=O)(=O)C(CCC(=O)N2CCOCC2)S(=O)(=O)c2ccc(C)cc2)cc1,-6%,-11,85%[activator],5%,-18%,-4,-16
COc1cccc(OCC(O)CNC(=O)c2oc3ccc(C)cc3c2C)c1 (stereo unspecified),5%,4,15%,-7%,8%,-2,-7
C=CCNc1nc(C(=O)OCC(=O)Nc2ccccc2C(F)(F)F)cs1,1%,-16,-19%,/,-4%,/,/
CCOC(=O)c1c(NC(=O)CSc2nnc(C)c(=O)[nH]2)sc(C)c1-c1ccc(C)cc1,-12%,-38,-35%,26%,6%,-5,-1
O=C(NNC(=O)c1cc2cc3ccccc3nc2s1)c1cccc(C(F)(F)F)c1,10%,-24,-39%,8%,?,-2,-3
O=C(Nc1ncc(Cc2ccc(C(F)(F)F)cc2)s1)c1ccc(-c2cccc([N+](=O)[O-])c2)o1,55%[activator],?,-29%,1%,-10%,-2,-11
Nc1nc(-c2nonc2N)no1,31%[activator],18,-13%,5%,5%,-1,-6
COc1ccc(C2(C)NC(=O)N(CC(=O)Nc3cccnc3Cl)C2=O)cc1 (stereo unspecified),19%,?,1%,0%,-6%,0,-4
CCOC(=O)c1c(C)[nH]c(C(=O)N/N=C/c2cc([N+](=O)[O-])ccc2O)c1C,4%,4,-26%,31%,-7%,12,15
O=C(Nc1ccccc1O)c1ccc2c(c1)C(=O)N(c1ccccc1)C2=O,2%,-6,-10%,?,0%,-3,-8
CC(Sc1nc2nn(-c3ccccc3)c(=O)c-2c2n1CCCCC2)C(N)=O (stereo unspecified),3%,-12,-13%,-3%,?,-4,18
Cc1cc2nnc(SCC(=O)NCc3cccs3)n2c(N)n1,2%,49,0%,2%,-11%,-3,10
C/C(=N\O)c1ccc2c3ccccc3n(C)c2c1,?,56,-22%,2%,-7%,46*,105*
COC(=O)CCC(=O)Nc1ccccc1C(=O)Nc1ccccc1,2%,-5,-9%,5%,2%,-2,-5
CCn1c(SCC(=O)Nc2ccccc2N2CCOCC2)nnc1-c1ccccc1O,-5%,-35,-14%,0%,?,-3,-8
CCOC(=O)c1c(NC(=O)COc2ncnc3sccc23)sc2c1CCC2,14%,9,-2%,8%,1%,-3,-12
CCOC(=O)C1C(=O)N(O)CC1c1cccc(Oc2ccccc2)c1 (stereo unspecified),-2%,-21,-12%,18%,2%,11,-2
COc1ccccc1C(=O)NC(=S)Nc1ccccc1N1CCCC1,/,?,-40%,/,3%,28*,31
CCOc1cccc(CNc2ccc(O)cc2)c1OCc1ccc(Cl)cc1,35%[activator],?,-34%,?,-16%,-1,6
CCc1cc2c(=O)n3c(nc2s1)-c1[nH]c2ccc(OC)cc2c1CC3,-8%,15,-18%,1%,-8%,15*,21
CCc1nnc(NC(=O)CCC(=O)NC2CC2)s1,-6%,11,-3%,/,0%,9,8
Cc1cccnc1NC(=O)c1cccc(S(=O)(=O)N2CCN(c3ccc(F)cc3)CC2)c1,37%[activator],?,26%,/,0%,-1,-9
Cc1noc(/C=C/c2ccco2)c1S(=O)(=O)N1CCC(C(=O)NC(C)c2ccccc2)CC1 (stereo unspecified),3%,6,-3%,2%,-11%,-2,10
COc1ccc(C)cc1NC(=O)c1ccc2c(SCC(=O)O)c3c(nc2c1)CCCC3,-3%,0&-1,-55%,9%,1%&-13%,-2,4
COc1ccc(C(CNC(=O)COc2cccc(C(F)(F)F)c2)N2CCCC2)cc1 (stereo unspecified),5%,-9,55%,/,?,/,/
Cc1ccc(NS(=O)(=O)N2CCOCC2)c(C)c1,6%,-27,-11%,-1%,?,-3,-10
CCOc1cc(CN2CCN(C(=O)c3ccco3)CC2)ccc1OC,8%,-2,-7%,-24%,-13%,-2,3

# Bioassay records as filed in PubChem BioAssay.
